OX1R antag: blocks the human orexin 1 receptor. hit rate 0.43% among 330,000. CHO/OX1R cells, Fluo-8 calcium fluorescence, orexin A. O43613. inhibition, % at 5 µM. AID 434989;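 active = inhibition above its plate's threshold, mean inhibition of all tested compounds on the plate plus 3 SD, cut at about 37% in these data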;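 also: 0% = orexin A challenge wells and 100% = SB-334867-A antagonist wells; not every result past the cut was called active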
Target sequence (O43613 whole entry, looked up): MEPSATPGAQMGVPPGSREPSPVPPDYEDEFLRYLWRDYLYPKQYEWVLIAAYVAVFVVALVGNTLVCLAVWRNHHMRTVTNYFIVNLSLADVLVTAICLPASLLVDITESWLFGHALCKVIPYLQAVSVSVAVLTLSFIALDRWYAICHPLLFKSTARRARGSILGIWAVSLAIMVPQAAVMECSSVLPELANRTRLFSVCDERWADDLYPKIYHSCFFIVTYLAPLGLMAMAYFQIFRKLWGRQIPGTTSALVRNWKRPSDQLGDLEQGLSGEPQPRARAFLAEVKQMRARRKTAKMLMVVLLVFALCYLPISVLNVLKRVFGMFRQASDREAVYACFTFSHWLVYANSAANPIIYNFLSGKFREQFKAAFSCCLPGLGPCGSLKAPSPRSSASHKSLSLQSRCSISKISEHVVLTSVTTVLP
CHT PAM: allosterically activates the human high affinity choline transporter; AID 488977; hit rate 0.49% among 310,000; Q9GZV3; B-score at 10 µM; CHT-expressing cells, membrane potential dye, choline EC20; active compounds read high; LV-AA mutant CHT in HEK293 cells;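 active = initial fluorescence not abnormally high and integrated response B-score, plate-corrected, over 3 SD above library mean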
Target sequence (Q9GZV3 whole entry, looked up): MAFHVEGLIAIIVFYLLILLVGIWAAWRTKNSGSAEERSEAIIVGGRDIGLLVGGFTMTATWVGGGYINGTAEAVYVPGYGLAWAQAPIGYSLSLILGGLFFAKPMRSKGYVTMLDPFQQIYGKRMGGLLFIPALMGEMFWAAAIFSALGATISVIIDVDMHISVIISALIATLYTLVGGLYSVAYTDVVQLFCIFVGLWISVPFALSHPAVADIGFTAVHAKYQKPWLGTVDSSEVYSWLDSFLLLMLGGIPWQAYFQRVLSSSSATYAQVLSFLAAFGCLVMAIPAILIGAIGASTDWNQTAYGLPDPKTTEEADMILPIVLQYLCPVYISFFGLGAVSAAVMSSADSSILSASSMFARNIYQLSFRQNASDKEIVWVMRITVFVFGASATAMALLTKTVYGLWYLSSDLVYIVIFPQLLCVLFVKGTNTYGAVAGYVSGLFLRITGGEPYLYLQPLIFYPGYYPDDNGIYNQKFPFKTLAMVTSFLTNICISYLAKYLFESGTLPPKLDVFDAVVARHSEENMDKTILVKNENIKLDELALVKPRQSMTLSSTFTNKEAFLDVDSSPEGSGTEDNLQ
Numbers without * were called inactive; i = inactive; x = no result given.

SMILES	OX1R antag	CHT PAM
COCC(C)NC(=O)CSc1ncnc2sc(-c3ccccc3)cc12 (stereo not given)	-20	i
CN1C(=O)/C(=C/c2ccc(C(F)(F)F)cc2)Sc2ccc(C(=O)N3CCN(c4ccccn4)CC3)cc21	-9	i
CC(=O)Nc1ccc(-c2nc3c(C)cccc3[nH]2)cc1	-1	i
CS(=O)(=O)N(CCc1ccccc1)CC(=O)N1CCc2ccccc2C1	-12	i
O=C(NCc1ccc2c(c1)OCO2)c1cccc([N+](=O)[O-])c1	-7	i
O=C(Nc1ccc(S(=O)(=O)Nc2nccs2)cc1)c1ccc(F)c(S(=O)(=O)N2CCOCC2)c1	11	i
CCC(c1nnnn1CCC(C)C)N1CCC(C(N)=O)CC1 (stereo not given)	-6	i
O=C(O)c1ccc(/C=N/N2CCN(Cc3ccccc3)CC2)cc1	-2	i
CCOc1ccc(CN2CCN(Cc3[nH]c4ccc(OC)cc4c3C)CC2CCO)cc1 (stereo not given)	-27	i
Cn1cc(CN2CCCCC2C(=O)Nc2ccc(-n3cccn3)cc2)cn1 (stereo not given)	-17	i
O=C1c2ccccc2C(=O)N1CCc1csc(NNc2nc(CCN3C(=O)c4ccccc4C3=O)cs2)n1	-9	i
O=C(O)CCCC(=O)Nc1ccc(C(=O)NCc2cccnc2)cc1	-11	i
CCn1cc(C(=O)N2CCOCC2)c(=O)c2cc(S(=O)(=O)N(C)C3CCCCC3)ccc21	-9	i
COCCN=c1scc(-c2cccs2)n1/N=C/c1ccc(O)c(O)c1O	-11	i
COc1ccc(-c2csc(NC(=O)[C@H](C)N3C(=O)C4CC=CCC4C3=O)n2)cc1OC (stereo not given in full)	11	x
CCSc1oc(-c2ccco2)nc1S(=O)(=O)c1ccc(F)cc1	-35	i
COc1ccc(S(=O)(=O)N2CCCCC2)cc1NC(=O)CN1CCN(C(C)=O)CC1	-22	i
CCCc1[nH]nc2c1C(c1ccc(OC)c(Cn3nc(C)c(Br)c3C)c1)C(C#N)=C(N)O2 (stereo not given)	-28	i
O=C(COC(=O)c1cccc(S(=O)(=O)NCc2ccccc2)c1)NC1CC1	-2	x
CCOC(=O)c1sc2nc3c(cc2c1N)COC(C)(C)C3	-6	i
CC(C)CC(C(=O)Nc1ccc2c(c1)OCCO2)N1C(=O)c2ccccc2C1=O (stereo not given)	-11	i
Cc1cc(C)c(NC(=O)Cn2nnc(C(=O)NCc3cccs3)c2N)c(C)c1	11	i
CN(C)c1ccc(NC(=O)Nc2ccc3snnc3c2)cc1	30	i
COc1cccc(-c2nc(CS(=O)(=O)CC(=O)NC3CCCCCC3)c(C)o2)c1	-50	i
O=[N+]([O-])c1ccccc1CNC1CCCCCC1	-6	i
Remaining list, next part
SMILES	OX1R antag	CHT PAM
COc1ccc(Cl)cc1N1C(=O)[C@@H]2C(c3cccc(OC)c3OC)=NO[C@@H]2C1=O	-25	i
CCCOc1ccc(-c2c(C(=O)N/N=C(\C)c3cccnc3)nnn2-c2nonc2N)cc1	5	i
CCOc1ccc(C2C(C(=O)c3cccs3)=C(O)C(=O)N2CCN2CCOCC2)cc1 (stereo not given)	-23	i
Cc1ccc(/C=C2\C(=O)ON=C2c2ccccc2)o1	-4	i
CN(Cc1ccccc1)C(=O)c1ccc(NC(=O)Cc2ccc([N+](=O)[O-])cc2)cc1	13	x
CCC(C)(C)n1nnnc1C(c1cc2cc(OC)c(OC)cc2[nH]c1=O)N1CCc2ccccc21 (stereo not given)	-35	i
O=C(CC1C(=O)NCCN1CC1CCCCC1)NC1(c2ccccc2)CC1 (stereo not given)	-24	i
C=C(C(=O)c1ccccc1)C(C(=C)C(=O)c1ccccc1)c1ccc(OC)cc1	-16	i
O=C(Nc1ccon1)c1ccc2c(c1)OCO2	-6	i
O=C(Nc1ccnn1C1CCN(C2CCCCC2)CC1)c1ccccc1	-19	i
COC(=O)c1c(C)oc(C)c1S(=O)(=O)NCc1ccc(Cl)cc1Cl	-21	i
CSCC[C@H](NC(=O)NC1CCCC1)C(=O)O	0	i
CCOC(=O)c1sc(NC(=O)CN2C(=O)C3CC=CCC3C2=O)nc1C (stereo not given)	-18	x
COCCn1c(SCC(=O)Nc2ccc(OC)cc2)nc2c(oc3ccccc32)c1=O	-17	i
O=C(Nc1nc(-c2ccncc2)cs1)c1ccc(S(=O)(=O)N2CCOCC2)cc1	1	i
COc1ccc(C(=O)NCC2OCCc3ccccc32)c(O)c1 (stereo not given)	-11	i
COc1ncnc2c1ncn2CC1COC(C)(C)O1 (stereo not given)	-18	i
O=C1CCC(C(=O)OCc2nnc(-c3ccc(Br)cc3)o2)=NN1	-15	x
COc1ccccc1-n1cnnc1SCC(=O)N1CCOCC1	-16	i
COc1ccc(CCNC(=O)CCn2cccc2)cc1OC	-18	i
ClCc1csc(-c2ccc(Cl)cc2)n1	-7	i
CC(CC(=O)Nc1nccs1)c1ccccc1 (stereo not given)	-10	i
COc1ccc(C2NC(=S)NC(C)=C2C(=O)N2CCOCC2)cc1 (stereo not given)	-9	i
CCc1nnc(NC(=O)CSc2ncnc3scc(-c4ccc(C)cc4)c23)s1	-20	i
O=C1NC(Cc2ccccc2)c2nc3ccc(Cl)cc3c(=O)n2-c2ccc(Cl)cc21 (stereo not given)	-34	x

Brought forward from above: two entries, then new ones.
SMILES	OX1R antag	CHT PAM
CCc1nnc(NC(=O)CSc2ncnc3scc(-c4ccc(C)cc4)c23)s1	-20	i
O=C1NC(Cc2ccccc2)c2nc3ccc(Cl)cc3c(=O)n2-c2ccc(Cl)cc21 (stereo not given)	-34	x
CN(C)S(=O)(=O)c1ccc(C(=O)Nc2ccc(OCC(=O)N3CCOCC3)cc2)cc1	-22	i
COc1cc(C(=O)NCCc2ccc(S(N)(=O)=O)cc2)cc(OC)c1OC	13	i
O=C(NCc1ccccc1Br)c1ccc2c(c1)OCCO2	-4	i
Cc1nnc(N/N=C\c2ccc(-c3ccccc3[N+](=O)[O-])o2)n1N	-13	i
O=[N+]([O-])c1ccc(C[n+]2cccc3c4ccccc4ccc32)cc1	-6	10*
COc1ccc(/C=N/NC(=O)c2ccc(Cl)cc2)cc1Cn1cc(Cl)cn1	-21	i
N#Cc1ccccc1OCC(=O)Nc1c(C(=O)C2CC2)oc2ccccc12	-19	i
N#C/C(=C\c1c(N2CCOCC2)nc2ccccn2c1=O)S(=O)(=O)c1ccccc1	-19	i
NNC(=O)CN1C(c2cccc(Cl)c2)=Nc2ccc(Br)cc2C1c1ccccc1 (stereo not given)	-30	i
COc1ccc(NS(=O)(=O)c2cccc(C(=O)NCC(c3ccc(OC)cc3)N3CCOCC3)c2)cc1 (stereo not given)	-28	i
Cc1cc(=O)oc2cc(OCC(=O)NCCc3c[nH]c4ccc(F)cc34)ccc12	-28	i
O=C(OCc1c(F)cccc1Cl)c1cnc(Cl)c(Cl)c1	-15	i
O=S(=O)(c1ccc(-n2cnnn2)cc1)N1CCN(c2ccccc2F)CC1	6	i
CC(C)c1nnc(NC(=O)CSc2nnc(-c3ccco3)o2)s1	-10	i
C/C(=C\c1ccco1)C1C(C#N)=C(N)Oc2n[nH]c(-c3ccc(C)cc3)c21 (stereo not given)	-17	i
CC(C)c1c(C(=O)N/N=C2\CCc3ccccc32)nnn1-c1nonc1N	-24	i
CCOC(=O)c1sc(NC(=O)C2C3C=CC(C3)C2C(=O)O)nc1C (stereo not given)	-1	i
Cc1cc(NC(=O)CSc2nc3ccccc3n2CC(C)C)no1	-37	i
CCNC(=O)NC(=O)C(C)Oc1ccc(C(=O)OC)cc1 (stereo not given)	-10	i
CCC(=O)Nc1cccc(NC(=O)CSc2nnnn2C2CCCC2)c1	-30	i
CCN(C(=O)CN1C(=O)S/C(=C\c2ccccc2OC)C1=O)C1CCS(=O)(=O)C1 (stereo not given)	-5	i
COc1ccc(NC(=O)c2ccccc2)cc1NS(=O)(=O)c1ccc(F)cc1	1	i
Cc1ccccc1NC(=O)CN1C(=O)N/C(=C\c2ccc(N3CCOCC3)c(F)c2)C1=O	-14	i
CCCCN(CCCC)NC(=O)c1ccccc1	-9	i
Cc1cccc(NC(=O)CCN2CCCCC2)c1	-3	i

20 entries from above, with values under each structure.
Below each compound: OX1R antag, CHT PAM
CCOC(=O)c1sc(NC(=O)CN2C(=O)C3CC=CCC3C2=O)nc1C (stereo not given)
    -18, x
COCCn1c(SCC(=O)Nc2ccc(OC)cc2)nc2c(oc3ccccc32)c1=O
    -17, i
O=C(Nc1nc(-c2ccncc2)cs1)c1ccc(S(=O)(=O)N2CCOCC2)cc1
    1, i
COc1ccc(C(=O)NCC2OCCc3ccccc32)c(O)c1 (stereo not given)
    -11, i
COc1ncnc2c1ncn2CC1COC(C)(C)O1 (stereo not given)
    -18, i
O=C1CCC(C(=O)OCc2nnc(-c3ccc(Br)cc3)o2)=NN1
    -15, x
COc1ccccc1-n1cnnc1SCC(=O)N1CCOCC1
    -16, i
COc1ccc(CCNC(=O)CCn2cccc2)cc1OC
    -18, i
ClCc1csc(-c2ccc(Cl)cc2)n1
    -7, i
CC(CC(=O)Nc1nccs1)c1ccccc1 (stereo not given)
    -10, i
COc1ccc(C2NC(=S)NC(C)=C2C(=O)N2CCOCC2)cc1 (stereo not given)
    -9, i
CCc1nnc(NC(=O)CSc2ncnc3scc(-c4ccc(C)cc4)c23)s1
    -20, i
O=C1NC(Cc2ccccc2)c2nc3ccc(Cl)cc3c(=O)n2-c2ccc(Cl)cc21 (stereo not given)
    -34, x
CN(C)S(=O)(=O)c1ccc(C(=O)Nc2ccc(OCC(=O)N3CCOCC3)cc2)cc1
    -22, i
COc1cc(C(=O)NCCc2ccc(S(N)(=O)=O)cc2)cc(OC)c1OC
    13, i
O=C(NCc1ccccc1Br)c1ccc2c(c1)OCCO2
    -4, i
Cc1nnc(N/N=C\c2ccc(-c3ccccc3[N+](=O)[O-])o2)n1N
    -13, i
O=[N+]([O-])c1ccc(C[n+]2cccc3c4ccccc4ccc32)cc1
    -6, 10*
COc1ccc(/C=N/NC(=O)c2ccc(Cl)cc2)cc1Cn1cc(Cl)cn1
    -21, i
N#Cc1ccccc1OCC(=O)Nc1c(C(=O)C2CC2)oc2ccccc12
    -19, i

Remaining list, next part
SMILES	OX1R antag	CHT PAM
CCOc1ccc(NC(=O)CCC(=O)N/N=C/c2ccc3c(c2)OCO3)cc1	-9	i
CN(C)c1ccc(P(=O)(Nc2ccc([N+](=O)[O-])cc2)N2CCOCC2)c(NC(=O)c2cccs2)c1 (stereo not given)	-27	i
CC(C)c1ccc(C(=O)NN2CCOCC2)cc1	-19	i
COc1cc(C)c(Cl)c(C)c1S(=O)(=O)NCc1ccc2c(c1)OCO2	-10	i
O=C(COC(=O)c1ccc([N+](=O)[O-])s1)Nc1ccccc1	6	i
COc1ccc2nc(C)cc(N/N=C/c3ccccc3)c2c1	-8	x
CCOc1ccc(NC(=O)/C(C#N)=C/c2ccc(N3CCCC3)c(C)c2)cc1	5	i
CC(NC(=O)CN1CCN(c2ccccc2F)CC1)c1ccccc1 (stereo not given)	x	i
COc1ccc2nc3oc(C(=O)NCCCOC(C)C)cc3cc2c1	-27	i
CCOc1ccc(NC(=O)CN(C)C(=O)c2cn3ccccc3n2)cc1OCC	-27	i
CCn1ncc(Br)c1C(=O)Nc1cc(C)cc(C)c1	-32	i
O=C(NCC(c1cccnc1)N1CCN(c2ccc(F)cc2)CC1)OCc1ccccc1 (stereo not given)	-2	i
COc1ccc(CNC(=O)CN(Cc2ccccc2)S(=O)(=O)c2ccc(Cl)cc2)cc1	-17	i
COc1ccccc1N1CCN(C2CCCN(C(=O)c3ccsc3)C2)CC1 (stereo not given)	-22	i
COc1ccc(-n2nc(C(=O)c3cccs3)cc(-c3nc4ccccc4[nH]3)c2=N)cc1	-8	i
CN(Cc1ccc(Cl)cc1Cl)C(=O)CNC(=O)c1ccc2c(c1)OCO2	24	i
Cc1[nH]c2ccc(C(C)C)cc2c1CC(=O)O	-9	i
COCCN(C(=O)Cn1nnc2ccccc21)C(C(=O)NC1CCCCC1)c1ccc(OC)cc1OC (stereo not given)	-36	i
CCOC(=O)CC1=CSC2=NS(=O)(=O)CCN12	-5	i
Cc1nnc(SCCc2ccccc2)[nH]c1=O	-8	i
O=S(=O)(c1ccccc1)N1CCN(c2cccc(Cl)c2)CC1	-7	i
Cn1cccc1C(=O)NC(=O)COC(=O)c1ccc(O)cc1	-8	i
CCn1c(=O)c2cc(C(=O)NCCC(C)C)sc2c2ccccc21	-40	i
CCN(CCNC(=O)C1CCC(=O)N1Cc1ccc(C)cc1)c1ccccc1 (stereo not given)	-23	i
CCOc1ccc(N2CC(C(=O)N3CCc4ccccc4C3)CC2=O)cc1 (stereo not given)	-21	i
(cont.)
SMILES	OX1R antag	CHT PAM
O=C(c1ccc2c(c1)OCO2)N1CCN(S(=O)(=O)N2CCCCC2)CC1	-18	i
COC(=O)CN(c1cccc(OC)c1)S(C)(=O)=O	1	i
COCCNC(=O)c1ccc(-n2c(SCc3cccnc3)nc3ccccc3c2=O)cc1	-32	i
COc1cc(Cl)ccc1OCc1cc(C(=O)NCC(C)c2ccccc2)no1 (stereo not given)	-38	i
O=C(COC(=O)c1ccc(NS(=O)(=O)c2ccc3c(c2)OCCO3)cc1)NC1CCS(=O)(=O)C1 (stereo not given)	0	i
COc1ccc(S(=O)(=O)NCCC(=O)N2CCCC2)cc1N(C)S(C)(=O)=O	2	i
CCOC(=O)C1CCCN(CC(=O)NC2=Nc3ccccc3N=C(C)C2c2ccccc2)C1 (stereo not given)	-30	i
COc1ccc(C(C)C)cc1S(=O)(=O)NCC1CCCO1 (stereo not given)	x	i
Nc1[nH]n2c(=O)c3c(nc2c1N=Nc1ccccc1)CCCC3	-17	i
O=C(N/N=C\c1ccc(OCC(=O)N2CCCC2)cc1)C(=O)Nc1ccccc1F	-22	i
COC(=O)Cc1ccc(NC(=S)NCCCO)cc1	6	i
CCCNCc1cc(OC)c(OCCC)cc1Cl	-21	i
COCCOC(=O)c1c(C)oc2ccc(OS(C)(=O)=O)cc12	-3	i
CC1(C)CC(=O)C=C(c2cccc3c2Oc2ccccc2S3)C1	-54	x
COc1ccccc1C1CCN(C(=S)Nc2ccc(Br)cc2)CC1	-13	i
Cc1ccc(-c2csc(NC(=O)c3cccc(S(=O)(=O)N4CCN(C)CC4)c3)n2)cc1	-6	i
CCOC(=O)c1ccc(NC(=O)Cn2cnc(S(=O)(=O)N3CCCC3)c2)cc1	-14	i
